Nrf2 inh = Nrf2 qHTS screen for inhibitors | A549 ARE-Fluc reporter, luciferase luminescence, 18-24 h | Potency, µM (doses to about 46 µM), inactives show at the highest dose activity change, negative = inhibition, most hits filed as inhibitors | 2.1% of 360,000 active | AID 504444, 2011; further: potency means the concentration at half of the fitted maximal effect; on the % scale 0 is the no-effect control and ±100 the full control effect; nearly all actives have a fitted effect of over 60% in size
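Quantitative HTS in A549 cells stably bearing an antioxidant response element-firefly luciferase construct. Inhibition of Nrf2-driven transcription was scored by luminescence after 18-24 h of compound exposure at 37 °C.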
A549 tox = Nrf2 qHTS screen for inhibitors: counterscreen for cytotoxicity. A549 ARE-Fluc cells, CellTiter-Fluor viability, 18-24 h. AID 504648, 2011. 0.16% of 390,000 active. Potency, µM (highest dose often 46 µM), inactives show at the highest dose activity change, negative = cytotoxicity, usual class: inhibitors; further: potency means the concentration at half of the fitted maximal effect; on the % scale 0 is the no-effect control and ±100 the full control effect
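Cytotoxicity counterscreen: CellTiter-Fluor fluorescence was measured in A549 ARE_Fluc cells after 18-24 h of compound exposure in a concentration series. The subsequent BugLite luminescent read reports ARE-luciferase activity.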
Nrf2 ARE act = qHTS of Nrf2 Activators | 0.31% of 410,000 active | Potency, µM (top dose mostly 46.1 µM), for inactives: at the highest dose activation, hits mostly activators | AREc32 ARE-luciferase reporter (MCF7-derived line), luminescence, 24 h; further: potency means the concentration at half of the fitted maximal effect; % of control where 0% means no effect; nearly all actives have a fitted effect of over 65% in size
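ARE activation measured as luciferase luminescence (Steady-Glo, 30 min RT) in AREc32_Fluc cells after 24 hr compound exposure at 37 deg C, 5% CO2; cells seeded overnight at 1000/well in OPTI-MEM, 5% FBS.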
HepG2 tox = qHTS for Inhibitors of TGF-b: Cytotox Counterscreen; AID 588856, 2011; 0.76% of 410,000 active; HepG2 CAGA-GFP viability, ATP luminescence, 18 h; Potency, µM (top dose mostly 46.1 µM), inactives show at the top dose activity change, negative = cytotoxicity, most hits filed as cytotoxic; further: potency means the concentration at half of the fitted maximal effect; some results filed as inactive show a strong effect at the top dose
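CellTiter-Glo luminescence gave cytotoxicity after 18 hours at 37 degrees C. The cells were HepG2 CAGA-GFP in 1% FBS DMEM, stimulated with 500 pg/mL TGF-beta after compound addition. %Activity was normalised to no-cell wells (complete cell-killing) and DMSO (no toxicity), and curves were fitted and classified.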
Akt phos inh = HTS Assay for Inhibitors of Akt Phophorylation: Primary Screen | Neuro2A IGF-stimulated pAkt S473 HTRF, 20 min; hits give low values | activity change, % for hits at 50 µM | AID 651550, 2012 | 0.32% of 360,000 active; in the data active means activity change below about -80%; inconclusive means mostly about -51% to -80%; further: on the % scale 0 is the no-effect control and ±100 the full control effect
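Neuro2A cells (4,500/well, DMEM with 0.5% FBS) were treated with compound at a single 50 µM final concentration, stimulated with 6 nM IGF for 20 min at 37 °C, and lysed. Phospho-Akt Ser473 was read by HTRF as 665/615 ratio ×10^4.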
Mm-Cpn inhibitor = Inhibitors of TCP-1 ring complex (TRiC) of Methanococcus maripaludis (MmCpn): qHTS. Potency, µM (highest dose often 76.9 µM), inactives show top-dose activity, negative = inhibition, usual class: inhibitors. purified Mm-Cpn ATPase, ADP Transcreener TR-FRET. 0.031% of 330,000 active; further: potency means the concentration at half of the fitted maximal effect; on the % scale 0 is the no-effect control and ±100 the full control effect; nearly all actives have a fitted effect of over 80% in size
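ATPase turnover read by TR-FRET ADP competition (Eu cryptate antibody/ADP-d2, 665/590 nm): 10uM ATP final, 25nM Mm-CPN final, 30 min 37degC after 10-min compound preincubation, pH 7.4 Tris/KCl/MgCl2/DTT buffer.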
CCT chaperon mod = High-Throughput Screening for Modulators of Cytosolic Chaperonin Activity. purified chaperonin ATPase assay, HTRF ADP detection, 30 min. activity change, % (concentration not given with the values), hits read low. 0.3% of 360,000 active; in the data active means activity change below about -30%; further: on the % scale 0 is the no-effect control and ±100 the full control effect
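Enzyme 40 or 20 nM (batch-dependent) in Tris pH 7.4/KCl/MgCl2/DTT; cpd 76 uM single point; ATP 10 uM; 30 min 37 °C; Transcreener ADP HTRF detection, 30 min RT; ratio 665/615.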
TGFb inhibitor = qHTS for Inhibitors of TGF-b; HepG2 CAGA-GFP TGF-b/SMAD3 reporter, GFP fluorescence, 18 h; TGF-beta stimulated, 500 pg/mL final; Potency, µM (titrated, usually from 46.1 µM), for inactives: at the top dose activity, negative = inhibition, hits mostly inhibitors; 1.2% of 410,000 active; further: potency means the concentration at half of the fitted maximal effect; on the % scale 0 is the no-effect control and ±100 the full control effect; nearly all actives have a fitted effect of over 65% in size
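Smad-responsive CAGA-GFP expression was quantified in HEPG2 cells exposed to compounds and 500 pg/mL final TGF-beta for 18 h at 37 degrees C; unstimulated wells defined full inhibition.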
S2 tox = Viability Counterscreen for Primary qHTS for Inhibitors of ATXN expression; 0.49% of 400,000 active; S2 cells (HEK-293 line with an ATXN2-luciferase reporter) viability, CellTiter-Fluor protease fluorescence, 24 h; Potency, µM (top dose mostly 56.7 µM), usual class: cytotoxic; further: potency means the concentration at half of the fitted maximal effect; nearly all actives have a fitted effect of over 40% in size
Active calls of the source: *; i = inactive; u = inconclusive; x = not tested or not shown; & = joins results of further samples; [ ] = dose if it differs, or a comment. Unless noted, the call rests on the fitted dose curve; in most records, active means well fitted curve in the direction sought with a large enough effect; inconclusive means small, poorly fitted or top-dose-only effect, or another doubt; inactive means no such curve, though single readings can be large; an effect the other way counts as inactive or inconclusive.

SMILES	Nrf2 inh	A549 tox	Nrf2 ARE act	HepG2 tox	Akt phos inh	Mm-Cpn inhibitor	CCT chaperon mod	TGFb inhibitor	S2 tox
Cc1ccc(-c2csc(NC(=O)CN3CCC(C(N)=O)CC3)n2)cc1	-4%	-2%	6.7%	-1%	i	1%	0.8	0%	i
COCCNC(=S)Nc1ccc([N+](=O)[O-])cc1C	12%	-1%	0.5%	-2%	i	-1%	-2.0	-2%	i
O=c1[nH]n(Cc2ccccc2)c(=O)c2ccccc12	x	-3%	5µM*	-16%	i	0%	-0.1	4%	i
Cc1cc2ccccc2n1CCNC(=O)C1CCCCC1	-25%	7%	0.0%	-17%	i	-3%	-0.3	5%	i
CCCCN1CCN=C1Nc1ccccc1	-6%	9%	0.2%	19%	i	3%	-0.6	-2%	i
CC(O)(c1ccc(F)c(F)c1)c1nc(-c2ccccc2)cs1 (stereo unspecified)	x	x	-0.1%	-32%	i	x	-0.7	u	u
COc1ccc(N(CC(=O)O)S(=O)(=O)c2ccc(C)cc2)cc1Cl	-7%	1%	0.2%	5%	i	1%	2.7	-18%	i
O=C(NCc1ccc2c(c1)OCO2)c1cc(-n2cnnc2)ccc1Cl	-10%	-2%	-0.5%	-7%	x	1%	-0.8	0%	x
COc1ccccc1N(C)S(=O)(=O)c1ccc(Cl)c(C(=O)NCc2ccco2)c1	-12%	12%	2.5%	3%	i	2%	0.0	u	i
Cc1cc(C)n2c(NC3CCCC3)c(-c3ccc(F)cc3)nc2n1	x	x	0.7%	x	i	x	0.7	x	u
Cc1ccccc1OCC(=O)OCC(=O)NCc1ccccc1Cl	6%	0%	-0.6%	-3%	i	0%	-0.5	-5%	i
O=C(N/N=C/c1cccc(NC(=O)c2ccc(Cl)cc2)c1)c1cccc(O)c1	u	5%	-0.6%	1%	i	1%	-2.0	-21%	i
O=C(CSc1ccc2nnc(CCNC(=O)c3ccccc3)n2n1)Nc1ccc(F)cc1F	-2%	-1%	-0.2%	-11%	i	1%	-4.9	4%	u
CN1C2CCC1CC(NC(=O)c1ccc(Cl)cc1)C2 (stereo unspecified)	6%	-7%	0.0%	20%	i	-1%	0.0	10%	i
COc1cccc(NC(=O)CN2C(=O)c3cccnc3Oc3ccc(Cl)cc32)c1	u	0%&-9%	15%&18%	-22%&-4%	i	2%	-0.4	3%&0%	i
C=CCNC(=O)C1CCC(CNc2nc(=S)[nH]c3ccccc23)CC1 (stereo unspecified)	u	-7%	0.1%	1%	i	-2%	1.0	2%	i
Cc1nn2c(-c3ccc(Cl)cc3)nnc2s1	12%	-3%	-0.1%	0%	i	0%	-4.1	15%	i
Nc1nc(SCC(=O)Nc2ccc(Br)cc2F)n[nH]1	-18%	-3%	2.7%	2%	i	-1%	-3.2	-4%	i
C=CCN1C(=O)/C(=C2/Sc3ccccc3N2CC)SC1=S	-21%	-4%	0.1%[9.22 µM]	-6%	i	1%	-0.7	0%	u
CCCn1c(SCC(=O)NC(=O)NCc2ccccc2)n[nH]c1=O	4%	7%	0.1%	-18%	i	1%	-4.5	-8%	u
COC(=O)c1ccc2cc(C)cc(C)c2n1	x	x	-0.1%	-7%	i	x	-0.1	2%	i
c1ccc(CCNc2ccc3c(c2)Cc2ccccc2-3)nc1	u	-1%	1.2%	-4%	i	x	-2.1	-1%	i
CCOC(=O)C1C2C=CC3(CN(C4CCCC4)C(=O)C13)O2 (stereo unspecified)	-5%	-2%	-0.5%	-32%	i	-1%	-7.4	2%	i
CC1(C)CC[C@]2(C(=O)O)CC[C@]3(C)C(=CCC4[C@@]5(C)CC[C@H](O)C(C)(C)C5CC[C@]43C)C2C1 (stereo partly specified)	-25%	0%	-0.2%	5%	i	-4%	0.4	-1%	i
CCc1nnc2c(NCc3ccccc3OC)nc3ccccc3n12	u	0%	3.2%	-4%	x	x	x	0%	x
SMILES	Nrf2 inh	A549 tox	Nrf2 ARE act	HepG2 tox	Akt phos inh	Mm-Cpn inhibitor	CCT chaperon mod	TGFb inhibitor	S2 tox
Cc1ccc(-c2ccc3nnc(SCC(N)=O)n3n2)cc1	5%	-4%	-1.0%	9%	i	u	0.2	-8%	i
CCc1ccc(-c2nc(SCC(=O)NCC3CCCO3)c(-c3ccc(F)cc3)[nH]2)cc1 (stereo unspecified)	11%	-3%	4.3%	-7%	x	x	x	u	x
CSc1nnc2c3cc(F)ccc3n(C)c2n1	3%	-3%	25%	-5%	i	1%	1.0	-26%	u
Cc1cc(C)c(C2=NOC3C4CCC(C4)C23)c(C)c1 (stereo unspecified)	15%	9%	-0.2%	-57%	i	3%	-1.7	-3%	i
Cc1cc(C(=O)NC2CCCCC2)c(C)o1	9%	-4%	3.8%	7%	i	-3%	-1.1	-17%	u
CCNC(=O)C1(C)CCN(C(=O)c2cccc(C#N)c2)C1 (stereo unspecified)	x	x	-0.9%[9.22 µM]	4%	i	x	0.1	3%	i
COC(=O)C(O)(CC(=O)Nc1ccc(OC)cc1)C(F)(F)F (stereo unspecified)	-15%	2%	-0.3%	-2%	i	0%	-2.1	-4%	i
O=C(Nc1ccc(C(F)(F)F)cc1[N+](=O)[O-])O[C@H]1[C@H](Cc2ccccc2)NS(=O)(=O)[C@H]2C[C@@H]3C=C[C@]12O3	u	1%	-0.3%	-22%&-30%	i	-2%	3.1	u	u
CCOC(=O)N1CCN(S(=O)(=O)c2ccc(C(=O)N(CCCN(C)C)c3nc4c(F)cc(F)cc4s3)cc2)CC1	-3%	1%	0.0%	-8%	i	-3%	-5.6	0%	u
COC(=O)C(C(C)C)N1CCc2c(C)nc3c(C#N)cnn3c21 (stereo unspecified)	-8%	-4%	0.1%	-4%	i	-6%	-3.7	11%	i
O=C(COc1ccc(-c2nnco2)cc1)Nc1ccc(F)c(Cl)c1	-18%	-1%	-0.3%	6%	i	0%	0.2	-7%	i
CCOC(=O)Cc1nnc(NC(=O)Nc2ccccc2)s1	13%	-4%	7.4%	3%	i	-1%	-0.2	5%	i
COc1ccc(C(C)(C)C)cc1NC(=O)c1c(C)noc1C	-15%	-2%	4.6%	-1%	i	1%	-6.8	0%	i
CCC(C)(C)C(=O)Nc1cc([N+](=O)[O-])ccc1Cl	5%	-1%	-0.8%	10%	i	-1%	1.4	10%	i
O=C(NCc1ccncc1)c1ccc(NS(=O)(=O)c2ccccc2)cc1	11%	-4%	-0.1%	5%	i	x	0.0	-5%	i
Cc1ccc(O)c(NC(=O)c2cc(-c3ccccc3Cl)on2)c1	-24%	-13%	6.0%	-5%	i	2%	-2.4	-16%	i
Cn1c2ccccc2c(=O)c2ccc(C#Cc3ccc(N)cc3)cc21	u	-18%	4.2%	-5%	i	-6%	1.6	u	i
O=C(CCCN1C(=O)c2ccccc2C1=O)Nc1sc2c(c1C(=O)NCc1ccco1)CCC2	8%	-1%[1.84 µM]	4.0%	-6%	i	-4%	-6.4	-25%	i
O=C(CCCCCn1c(SCc2ccncc2)nc2ccccc2c1=O)NCc1ccco1	-9%	-12%	0.4%	-6%	i	-1%	-1.3	-5%	u
CCC(CC)=NNc1cccc([N+](=O)[O-])c1	-9%	-5%	-0.7%[9.22 µM]	-1%	i	-1%	-0.8	-4%	u
CC(C)CC(=O)NC(Nc1ccccc1F)C(Cl)(Cl)Cl (stereo unspecified)	-6%	6%	-0.8%	-24%	i	2%	1.5	3%	i
Cc1nn(-c2nc3ccccc3s2)c(C)c1Oc1ccccc1O	u	u	-1.5%	-66%	x	0%	-0.8	u	u
CC(C)(C)NS(=O)(=O)c1ccc(NC(=O)C2CCCCC2)cc1	21%	5%	-0.4%	-2%	i	1%	-1.3	1%	i
CCOC(=O)c1ccc(NC(=O)COc2ccccc2CNC2CCCC2)cc1	51%	10%	6.9%	-46%	i	1%	1.3	-4%	u
CCOc1ccc(NC(=O)c2cn(C3CCCCC3)c(=O)c3c2c2ccccc2n3C)cc1	13%	1%	-0.2%	-19%	x	x	x	-22%	x
SMILES	Nrf2 inh	A549 tox	Nrf2 ARE act	HepG2 tox	Akt phos inh	Mm-Cpn inhibitor	CCT chaperon mod	TGFb inhibitor	S2 tox
COc1ccccc1Nc1nnc(SCC(=O)NC2CCCC2)s1	7%	-2%	0.2%	-2%	i	3%	-3.5	11%	i
O=C(NC1CCCC1)c1ccc(CN2CCOCC2)cc1	3%	0%	2.5%	-63%	i	0%	-0.8	6%	i
C=CCn1c(Sc2ncc([N+](=O)[O-])s2)n[nH]c1=O	2%	u	-2.5%	-105%	i	-5%	-14	3.5µM*	30µM*
CCc1ccc(N2CC(C(=O)N/N=C/c3ccccc3)CC2=O)cc1 (stereo unspecified)	4%	-1%	-0.5%	-20%	i	x	-0.5	u	i
O=C(CSc1ccc2nnc(CCNC(=O)c3ccccc3)n2n1)NCCc1ccccc1	-4%	-5%	0.1%	-3%	i	14%	1.1	-2%	i
C=CCN(CC=C)CCOc1ccc(C)cc1[N+](=O)[O-]	u	-3%	0.3%	0%	i	-2%	-1.5	-3%	i

Compound profiles, as listed above. Order of screens: Nrf2 inh | A549 tox | Nrf2 ARE act | HepG2 tox | Akt phos inh | Mm-Cpn inhibitor | CCT chaperon mod | TGFb inhibitor | S2 tox
COC(=O)c1ccc2cc(C)cc(C)c2n1 is listed as x | x | -0.1% | -7% | i | x | -0.1 | 2% | i
CCOC(=O)N1CCN(S(=O)(=O)c2ccc(C(=O)N(CCCN(C)C)c3nc4c(F)cc(F)cc4s3)cc2)CC1 is listed as -3% | 1% | 0.0% | -8% | i | -3% | -5.6 | 0% | u
Cc1cc(C(=O)NC2CCCCC2)c(C)o1 is listed as 9% | -4% | 3.8% | 7% | i | -3% | -1.1 | -17% | u
CCCn1c(SCC(=O)NC(=O)NCc2ccccc2)n[nH]c1=O is listed as 4% | 7% | 0.1% | -18% | i | 1% | -4.5 | -8% | u
